# High-throughput results deposited in PubChem by several laboratories.
# PTEN del growth: growth suppression of PTEN-null HCT116, primary screen, cell-based, CellTiter-Glo | HCT116 PTEN-null viability, 60 h; active compounds read low | viability, % at 10 µM | 140,000 compounds, 1.2% hits | AID 827, 2007;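 active means viability at or below a set limit, 4 SD under the median of all tested compounds, cut at about 3.7% in these data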;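 further: PTEN knockout HCT116 line with beta catenin targeted HCT116 as companion control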
# Yeast life ext: compounds extending yeast replicative lifespan, primary screen, S. cerevisiae, OD615; inhibition of the nicotinamide effect, % at 10 µM; S. cerevisiae growth with nicotinamide; deaD strain in restrictive glucose medium; AID 775, 2007; 130,000 compounds, 0.68% hits;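 active means inhibition above a set limit, placed 3 SD over the median of all compounds, cut at about 26% in these data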;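 further: 0% = nicotinamide-treated wells and 100% = cells grown without nicotinamide; some compounds called inactive have numbers as strong as hits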
#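 Assay system: DeaD-strain S. cerevisiae. Medium: CSMM-D glucose medium, restrictive. Reagent: nicotinamide, 1.5 mM, co-present with compound. Compound: 10 µM single point, 0.25% DMSO. Schedule: culture preincubation 4 h, compound exposure 48 h, both 30 °C. Detection: absorbance at 615 nm.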
# E-sel TNF inh: E-selectin induction blockers in HUVEC – imaging, immunofluorescence, high content, primary screen; inhibition, % at 2 µM; AID 1246, 2008; HUVEC TNFa-induced E-selectin immunofluorescence; 120,000 compounds, 0.71% hits;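 active means inhibition above the batch mean plus 3 SD, and confirmed as a hit on visual image review, cut at about 43% in these data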;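 further: 0% = TNF-stimulated DMSO wells and 100% = unstimulated control wells; not every result past the cut was called active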
# Measles CPE: compounds protecting cells from measles virus cytopathic effect, primary screen, measles RdRp inhibitor project, single point, MLSMR library, absorbance. Measles virus-infected cells, CPE protection. protection (pct of control), % at 4 µM. 140,000 compounds, 1.5% hits; in the data active means protection mostly above about 24%, no sharp cut-off; inactive means mostly below about 26%; further: some compounds called inactive have numbers as strong as hits
# MRP-1 activ: H69AR viability gain despite doxorubicin, primary screen, MRP-1 activator project, H69AR cells, CellTiter-Glo; viability rescue; viability increase, % at 10 µM; 140,000 compounds, 0.61% hits; AID 799, 2007;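 active means viability gain under doxorubicin at or above a set limit, the compound median plus 3 SD, cut at about 4.7% in these data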;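 further: MRP-1 overexpressing cells given doxorubicin 25 µM after compound pretreatment; 18-22 h compound pretreatment then 72 h with doxorubicin before readout; 0% = doxorubicin-only wells and 100% = vehicle-treated cells without doxorubicin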
# GALR2 blocker: GALR2 antagonists in receptor-expressing cells, primary screen; AID 828, 2007; antagonist mode; inhibition, % at 4 µM; 140,000 compounds, 0.39% hits; in the data active means inhibition above about 27%;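 further: cells stimulated with galanin 1-16 at roughly its EC80; 0% = agonist challenge control and 100% = basal control without agonist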
# Target sequence (O43603 whole entry, looked up): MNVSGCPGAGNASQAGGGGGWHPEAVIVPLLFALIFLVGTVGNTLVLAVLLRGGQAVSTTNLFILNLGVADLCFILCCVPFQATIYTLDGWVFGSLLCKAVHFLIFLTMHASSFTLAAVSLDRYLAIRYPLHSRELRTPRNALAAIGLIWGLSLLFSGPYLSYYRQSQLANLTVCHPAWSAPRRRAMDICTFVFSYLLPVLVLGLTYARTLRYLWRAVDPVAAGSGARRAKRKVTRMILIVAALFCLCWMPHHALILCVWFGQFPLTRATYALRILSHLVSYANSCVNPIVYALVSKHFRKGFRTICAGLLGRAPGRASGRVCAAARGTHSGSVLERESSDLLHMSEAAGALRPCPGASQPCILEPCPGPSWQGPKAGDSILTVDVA
# Phagocytosis inh: inhibitors of macrophage phagocytosis, primary screen, imaging, J774A.1 cells, IgG beads. inhibition, % at 5 µM. AID 1029, 2008. J774A.1 macrophage IgG-bead phagocytosis. 110,000 compounds, 0.07% hits;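 active means inhibition above the mean of the plate negative controls plus 5 SD, cut at about 13% in these data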;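 further: phagocytic index as fraction of beads internalized from green versus red external bead signal; plate controls were DMSO negative control for no effect and cytochalasin-D positive control for full effect; some results beyond the cut were filed as inactive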
# Yeast growth inh: growth inhibitors of yeast BB579 in restrictive medium, primary screen, yeast lifespan-shortening project, S. cerevisiae | 140,000 compounds, 0.51% hits | inhibition, % at 10 µM | OD615, 48 h | AID 804, 2007;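 active means inhibition above a set limit, 3 SD over the mean compound inhibition, cut at about 44% in these data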; further: inactives centre near -24
#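 Assay system: S. cerevisiae DeaD strain BB579 yeast. Medium: CSMM-D restrictive synthetic medium containing dextrose (glucose). Times: 4 h cell preincubation, 48 h compound exposure, 30 °C humidified. Signal: OD615 turbidity measurement. Benchmarks: positive control amphotericin B 10 µg/mL.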
# NPY Y2 blocker: NPY-Y2 receptor antagonists, primary screen, cell-based; Neuropeptide Y receptor type 2 (Homo sapiens), P49146; NPY-Y2 expressing cells, antagonist mode; inhibition, % at 2.7 µM; 140,000 compounds, 0.99% hits; AID 793, 2007; in the data active means inhibition above about 17%;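 further: 0% = vehicle with agonist challenge and 100% = reference antagonist with challenge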
# Target sequence (P49146 whole entry, looked up): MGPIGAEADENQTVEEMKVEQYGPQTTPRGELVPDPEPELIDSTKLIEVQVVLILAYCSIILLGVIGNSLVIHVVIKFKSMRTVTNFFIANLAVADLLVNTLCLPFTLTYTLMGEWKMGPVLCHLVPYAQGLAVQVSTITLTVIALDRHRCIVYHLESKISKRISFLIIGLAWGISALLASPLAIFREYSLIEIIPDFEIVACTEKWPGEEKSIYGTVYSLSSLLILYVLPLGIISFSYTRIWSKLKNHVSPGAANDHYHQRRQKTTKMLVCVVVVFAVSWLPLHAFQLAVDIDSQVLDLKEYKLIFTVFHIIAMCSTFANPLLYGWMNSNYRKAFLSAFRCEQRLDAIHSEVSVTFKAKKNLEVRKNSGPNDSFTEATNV
# bCat KO growth: primary screen for growth suppressors in beta-catenin knockout HCT116 cells (colon tumor, human) | AID 818, 2007 | HCT116 beta-catenin knockout viability, CellTiter-Glo, 60 h; active compounds read low | viability, % at 10 µM | 140,000 compounds, 1.5% hits;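 active means viability at or under a set limit, the compound median less 4 SD, cut at about 6% in these data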;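 further: 0% = Hyamine 1622 control at 20 µM and 100% = untreated cell control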
# Starred values were filed as active, the others as inactive; / = not tested or not shown. Random draw from the library. Share with any hit: about 6.1%.
SMILES,PTEN del growth,Yeast life ext,E-sel TNF inh,Measles CPE,MRP-1 activ,GALR2 blocker,Phagocytosis inh,Yeast growth inh,NPY Y2 blocker,bCat KO growth
CCCCc1ccc(NC(=O)c2c(C)noc2C)cc1,101,-10,20,22,8.7*,18,-1,7,5,103
O=C(CC(Cc1ccccc1)C(=O)O)NCCc1ccc2c(c1)OCO2 (stereo unspecified),84,-14,17,13,-1.2,-30,-1,-56,3,79
Cc1cc(C)n(-c2ccn(Cc3ccc(Cl)cc3Cl)c(=O)n2)n1,80,-7,/,21,-0.5,-7,0,-50,8,84
Cc1ccc(Nc2cc(C)nn2-c2nc(C)cc(C)n2)cc1,27,-10,23,6,0.7,-8,0,25,7,21
O=C(Nc1ccc(Cl)cn1)c1ccc(-c2cc(Cl)ccc2Cl)o1,7,-24,40,41,-3.0,-1,0,-33,1,3.1*
O=[N+]([O-])c1cn(Cc2ccccc2)cn1,105,10,/,6,-1.0,0,-5,-46,-1,93
Cn1c(SCC(=O)N2CCCCC2)nc2cccnc21,102,-14,-33,27,-1.5,-1,-1,-32,-3,117
CCC1C(=O)n2nc(-c3ccccc3)cc2N=C1C (stereo unspecified),102,-6,6,6,-1.1,16,/,11,0,106
O=C(Nc1ccc([N+](=O)[O-])cc1)Nc1nc(-c2ccc(Cl)s2)cs1,1.2*,4,/,3,-4.6,32*,-1,-32,-1,1.5*
Cn1nc([N+](=O)[O-])nc1Oc1ccccc1,89,-6,-8,6,-1.4,5,-2,9,0,94
Cc1cccc(OCCC(=O)NCC(=O)Nc2c(C)cccc2C)c1,106,-3,-16,6,0.3,-7,-11,6,1,96
CC(C)c1nc(Cl)c(C#N)c2c1CCCC2,81,-3,/,35,-2.3,10,-20,-22,12,97
Cc1cccc(C(C)C)c1NC(=O)c1ccc(CN(c2ccccc2)S(=O)(=O)c2ccccc2)cc1,59,0,9,9,-4.0,-7,3,-29,4,65
Cc1ccsc1/C=N/Nc1nc(Cl)c(Cl)cc1Cl,89,-13,/,13,1.3,17,/,19,1,97
COc1cc(OC)cc(C(=O)NC(C(=O)NCCN(C)C)C23CC4CC(CC(C4)C2)C3)c1 (stereo unspecified),28,-16,4,12,-4.5,10,-1,12,7,24
Cn1c(=O)c2cn(-c3cccc4ccccc34)cc2n(C)c1=O,76,-17,/,21,-4.7,/,-1,-23,/,80
COc1ccccc1N1CCN(C(c2ccccc2Cl)c2nnnn2C(C)(C)C)CC1 (stereo unspecified),52,6,-8,12,-0.5,0,-2,-27,3,53
O=c1[nH]c2ccccc2nc1-c1cccs1,80,-33,-11,6,-3.8,4,1,-27,1,81
Cc1onc(-c2ccccc2)c1C(=O)NC(=S)NNC(=O)c1ccc(O)cc1O,16,0,/,8,0.7,-1,0,80*,-2,14
CCN(c1ccc2c(c1)OCO2)S(=O)(=O)c1cc(Br)cc2c1N(C(C)=O)CC2,88,-6,/,4,0.4,7,/,-61,1,99
CCOCCCn1c(=N)c(C(=O)NCc2ccc3c(c2)OCO3)cc2c(=O)n3cccc(C)c3nc21,5,11,-15,5,-5.7,-8,/,-38,5,2.8*
CCN1CCN(c2c(Cl)cccc2NC(=O)c2ccc(Br)o2)CC1,67,-5,-13,15,-1.4,4,-1,-53,31*,56
COc1cc(C)c(C)cc1S(=O)(=O)N1CCN(Cc2ccc3c(c2)OCO3)CC1,95,-8,-11,25,-1.5,-7,4,-15,11,91
c1ccc(Cn2nnc3c(N4CCCCCC4)ncnc32)cc1,33,-3,/,7,-0.9,-5,1,-10,1,36
CC(C)c1ccc(Nc2nc(NCc3ccco3)nc(N3CCOCC3)n2)cc1,53,-5,/,9,-6.0,-4,0,-29,0,48
COC(=O)c1ccc(-c2cc(C(=O)O)c3cc4c(cc3n2)OCCO4)cc1,94,-28,/,11,-2.7,1,1,-1,4,103
Cc1cc(NC(=O)c2cnn3cccnc23)no1,95,-7,-9,2,-0.2,8,0,-4,1,99
COc1ccc2nc(NC(=O)CN3CCN(C)CC3)sc2c1,107,-7,16,8,-2.2,5,0,1,1,85
O=C(/C=C/c1ccc2c(c1)OCO2)NCCSCc1c(Cl)cccc1Cl,97,-9,/,6,-0.1,-8,-2,-17,16,89
O=C(NCCc1ccccn1)c1n[nH]c(=O)c2ccccc12,95,-7,-10,7,-2.4,0,-1,-36,0,93

# Only Measles CPE, for two of the compounds above:
mol | Measles CPE
CCOCCCn1c(=N)c(C(=O)NCc2ccc3c(c2)OCO3)cc2c(=O)n3cccc(C)c3nc21 | 5
CCN1CCN(c2c(Cl)cccc2NC(=O)c2ccc(Br)o2)CC1 | 15

# (cont.)
SMILES,PTEN del growth,Yeast life ext,E-sel TNF inh,Measles CPE,MRP-1 activ,GALR2 blocker,Phagocytosis inh,Yeast growth inh,NPY Y2 blocker,bCat KO growth
COc1cc2c(cc1OC)C(Nc1ccc(S(N)(=O)=O)cc1)=NC(C)(C)C2,94,4,/,18,-2.0,1,-3,-16,7,101
COc1c(Cl)cc(Cl)cc1/C=N/n1cnnc1,66,-11,/,7,-4.9,-5,/,-49,3,68
O=C(COC(=O)CCc1c[nH]c2ccccc12)NCc1ccccc1,92,-3,5,4,-1.9,5,-6,-19,8,99
CCC1CCCCN1S(=O)(=O)c1ccc(S(=O)(=O)N2CCN(S(=O)(=O)CC)CC2)cc1 (stereo unspecified),64,-23,0,11,-3.5,3,1,-43,3,55
O=[N+]([O-])c1cccc2ccc(/C=C/c3ccc(C(F)(F)F)cc3)nc12,48,-5,20,20,-3.4,1,-8,-29,1,45
O=C1C2CCCN2C(c2cccs2)N1c1ccc(Cl)cc1 (stereo unspecified),80,-5,/,25*,-2.4,-1,-3,-39,6,74
CCCn1c(CN(C)Cc2ccccc2)nc2c1c(=O)n(C)c(=O)n2C,62,/,-7,6,0.5,12,/,-24,7,56
CCCOc1cccc(-c2cc(-c3n[nH]c(=S)n3CC)c3ccccc3n2)c1,75,1,-13,3,-5.2,8,/,6,2,70
COc1ccc(-c2noc(CCC(=O)NCc3cccnc3)n2)cc1OC,95,-4,-53,6,-1.3,2,0,-5,4,105
Cc1cccc(CSc2ncnc3c2cnn3Cc2ccccc2)c1,92,-9,10,9,1.2,-3,-2,-61,8,77
CCC(C)(C)C1CCC(=NNC(=O)c2ccoc2C)CC1 (stereo unspecified),99,-7,-33,5,0.5,-4,4,-46,2,100
Cc1cccc(N2C(=O)NC3(CCCCC3)C2=O)c1,112,-7,11,27,1.1,2,0,-81,4,104
COc1ccccc1Cc1nc(-c2ccc(Br)o2)no1,72,-3,/,-1,-1.8,-13,0,-52,3,75
O=C(N/N=C/c1ccsc1)c1cc(O)cc(O)c1,100,-9,24,9,-3.0,-5,/,1,0,91
COC(=O)CC1=C(C(=O)OC)C(c2cccs2)C(C#N)=C(N)O1 (stereo unspecified),95,11,9,16,0.9,11,-1,-11,0,98
O=C(c1cc2nc(C3CC3)cc(C(F)F)n2n1)N1CCOCC1,15,-16,7,5,0.2,-9,1,-14,0,22
CCOC(=O)c1c(C)nc(-c2ccccc2)nc1NC(=O)C(C)C,92,-11,-6,93*,-1.7,-1,-1,-30,1,82
O=C(N/N=C/c1ccc2c(c1)OCO2)c1ccc(Cn2cc([N+](=O)[O-])cn2)o1,102,6,/,18,-1.3,14,-3,-21,2,104
CC(c1ccccc1)N1C(=O)NC(NC(=O)C(C)(C)C)(C(F)(F)F)C1=O (stereo unspecified),100,-1,38,24,-1.4,-3,-5,-12,1,93
O=C(N/N=C/c1ccc2c(c1)OCO2)c1cccs1,95,-4,/,17,1.4,11,-2,3,0,84
O=C(Nc1ccc(Br)cc1)c1ccc(N2C(=O)C3CC=C(Cl)CC3C2=O)cc1 (stereo unspecified),85,-18,6,21,-1.6,9,-1,-33,1,89
O=C(NC(=O)c1ccccc1)OCC(F)(F)F,95,-14,/,7,-2.7,15,1,-5,-2,89
CCNC(=S)N/N=C/c1cccc(C)c1,103,-2,/,8,0.7,9,-5,8,4,93
CCCOc1ccc(C2NC(=S)NC(C)=C2C(=O)c2ccccc2)cc1OC (stereo unspecified),94,3,/,12,-1.3,3,-7,-57,0,93
CCCSC1=C(C#N)C(c2ccc(Cl)cc2Cl)CC(=O)N1 (stereo unspecified),76,-16,17,8,-1.5,-2,-2,-71,2,80
COC(=O)CSc1nnnn1-c1ccccc1,101,-11,16,8,1.5,-6,0,-49,1,106
O=C(OCc1c(Cl)cccc1Cl)c1cnccn1,104,-6,9,8,0.4,-5,0,-79,3,105
COc1ccccc1NC(=S)NC(NC(=O)c1ccco1)C(Cl)(Cl)Cl (stereo unspecified),86,-4,/,4,-2.7,1,/,-9,2,85
COc1ccc(OCc2nc(N)nc(Nc3ccccc3OC)n2)cc1,86,-18,22,6,-1.3,-3,/,-21,2,76
CCCOC(=O)c1ccc(Oc2cn[nH]c2-c2ccc(OCC)cc2O)cc1,54,-26,/,8,-5.1,-9,-2,64*,3,55
CCOC(=O)COc1ccc(S(=O)(=O)c2ccc(OCC(=O)OCC)cc2)cc1,96,0,12,1,-0.9,10,-1,-20,0,95
CCN(CC)C(=O)CSc1nnc(-c2cccnc2)n1CCc1ccccc1,95,-4,41,2,-0.6,6,/,-49,2,87
COc1ccc(OC)c(NC(=O)C(=O)N/N=C/c2ccccc2[N+](=O)[O-])c1,86,-3,21,6,-2.9,-3,/,-22,0,87
CC(Sc1nc2ccc(Br)cc2[nH]1)C(=O)O (stereo unspecified),103,5,11,19,0.2,11,0,-18,11,99
CC1=C(C(=O)OCc2ccccc2)C(c2cccnc2)n2nnnc2N1 (stereo unspecified),93,-5,-21,2,-2.1,-5,-3,2,-3,91
CN(CC(=O)Nc1ccc(C(N)=O)cc1)CC(=O)Nc1ccccc1Cl,96,1,-38,5,-2.7,-1,-6,-29,1,95
COCCCn1c(Cc2ccccc2)nnc1SCC(=O)N1CCCCC1,102,-9,2,10,-0.2,-1,1,4,-1,105
CC1(C)Oc2ccc(C(=O)N3CCOCC3)cc2N(CC(=O)Nc2ccccc2)C1=O,91,-9,-24,10,-1.2,6,0,-22,1,101
Cc1ccccc1Nc1nc2ccccc2n1C(C)C,101,4,8,18,0.2,-12,-4,-42,2,87
CC(C)(C)SCCNC(=O)CSCc1ccc([N+](=O)[O-])cc1,93,-11,8,10,0.2,2,/,1,3,90
CCN(CC)CCNC(=O)C1CCC(=O)N(c2ccc(OC)cc2)C1c1ccc(F)cc1 (stereo unspecified),104,-9,-4,9,-1.0,0,0,-19,-1,100
